NPC1 promoter act = qHTS Assay for NPC1 Promoter Activators; Huh7 NPC1 promoter luciferase reporter, 24 h; AID 485313, 2010; 320,000 compounds, 2.4% hits; Potency, µM (titrated, usually from 9.22 µM), without a hit: at the top dose activation, actives largely listed as activators;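 also: potency is read from the fitted curve at half-maximal effect; % of control where 0% means no effect; nearly all actives have a fitted effect of over 60% in size; reporter is driven by a mutant NPC1 promoter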
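Luminescence read-out of NPC1 promoter-driven luciferase in stably transfected Huh7 cells; compounds delivered in DMSO and left 24 h at 37C, 5% CO2, qHTS titration format.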
PKM2 activator = qHTS Assay for Activators of Human Muscle isoform 2 Pyruvate Kinase; Pyruvate kinase PKM (Homo sapiens), P14618; purified PKM2, Kinase-Glo ATP luminescence, activation; response scale: 0% is enzyme alone, no compound; Potency, µM (series often up to 57.5 µM), without a hit: top-dose activation, most hits filed as activators; 260,000 compounds, 0.34% hits; also: potency is read from the fitted curve at half-maximal effect; % is scaled to controls: 0 for no effect and ±100 for the full control effect; nearly all actives have a fitted effect of over 55% in size
Target sequence (P14618 whole entry, looked up, canonical isoform): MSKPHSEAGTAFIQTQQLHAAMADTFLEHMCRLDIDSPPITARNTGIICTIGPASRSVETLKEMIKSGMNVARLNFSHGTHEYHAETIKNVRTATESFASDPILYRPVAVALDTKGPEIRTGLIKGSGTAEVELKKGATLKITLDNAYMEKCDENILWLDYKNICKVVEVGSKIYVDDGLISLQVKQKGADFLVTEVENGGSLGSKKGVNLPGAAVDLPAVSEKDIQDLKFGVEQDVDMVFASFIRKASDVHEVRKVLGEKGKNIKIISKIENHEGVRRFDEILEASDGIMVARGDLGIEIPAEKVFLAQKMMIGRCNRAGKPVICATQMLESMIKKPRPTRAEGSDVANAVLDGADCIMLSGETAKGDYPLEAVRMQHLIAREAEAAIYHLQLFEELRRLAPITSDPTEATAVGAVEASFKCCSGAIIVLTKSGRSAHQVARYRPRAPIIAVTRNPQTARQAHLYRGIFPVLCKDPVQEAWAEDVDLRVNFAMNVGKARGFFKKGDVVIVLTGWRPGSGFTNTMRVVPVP
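Purified hPK-M2 (>95%) run at intermediate activity with 0.1 mM ADP and 0.5 mM PEP in 50 mM imidazole pH 7.2, KCl, MgCl2; 1 h room temperature. ATP formed read by Kinase-Glo luminescence; normalized to uninhibited and no-enzyme controls.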
BRCA1 expr act = qHTS Assay to Identify Small Molecule Activators of BRCA1 Expression; Potency, µM (highest dose often 46.1 µM), for inactives: at the highest dose activation, actives largely listed as activators; 380,000 compounds, 1.1% hits; AID 624202, 2012; MCF7-BRCA1-FFLuc reporter, luminescence, 48 h; response scale: scaled: vehicle 0%, 10 µM genistein 100%; also: potency is read from the fitted curve at half-maximal effect; nearly all actives have a fitted effect of over 80% in size; some results filed as inactive show a strong effect at the top dose
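48 h compound treatment of MCF7-BRCA1-FFLuc cells (phenol-red free MEM, 37 °C), then 15 min with luciferase substrate and luminescence imaging.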
ELG1 genotox = qHTS screen for small molecules that induce genotoxicity in human embryonic kidney (HEK293T) cells expressing luciferase-tagged ELG1. HEK293T ELG1-luciferase reporter, luminescence, 16 h. Potency, µM (top dose mostly 46 µM), inactives show top-dose activity change, positive = activation, most hits filed as activators. 330,000 compounds, 1.3% hits; also: potency is read from the fitted curve at half-maximal effect; % of control where 0% means no effect; nearly all actives have a fitted effect of over 60% in size
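Cells (2,000/well) expressing the ELG1-luciferase fusion are dosed by pin tool and kept 16 hr at 37 °C, 5% CO2. Signal comes from ONE-Glo luciferase reagent after 30 min at room temperature.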
Giardia kill = Small Molecules that selectively kill Giardia lamblia: qHTS; Giardia lamblia trophozoite viability; AID 540267, 2011; 340,000 compounds, 0.15% hits; activity change, % at 7.66 µM, hits read low; in the data active = activity change below about -80%; inconclusive = between about -30% and that limit;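 also: parasites exposed to compound for two days anaerobically before the ATP read; % is scaled to controls: 0 for no effect and ±100 for the full control effect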
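Killing of trophozoites was scored by loss of ATP luminescence after a 48 hrs anaerobic exposure to compounds at 37 deg C, using 100 cells per well.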
VP16 counter = VP16 counterscreen qHTS for inhibitors of ROR gamma transcriptional activity; AID 2546, 2010; Potency, µM (top dose mostly 53.6 µM), inactives show top-dose activity, negative = inhibition, usual class: inhibitors; 310,000 compounds, 3.5% hits; Drosophila S2 Gal4-VP16 UAS-luciferase, luminescence, 20 h;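 also: Gal4-VP16 expression switched on by copper sulfate through the metallothionein promoter; potency is read from the fitted curve at half-maximal effect; % is scaled to controls: 0 for no effect and ±100 for the full control effect; nearly all actives have a fitted effect of over 50% in size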
Menin-MLL TR inh = qHTS Assay for Inhibitors Targeting the Menin-MLL Interaction in MLL Related Leukemias: Competition With Texas Red Labeled MLL-derived Mutant Peptide | Menin + Texas Red MLL mutant peptide, fluorescence polarization | Potency, µM (doses to about 61.6 µM), for the others: at the top dose FP activity change, negative = inhibition, hits mostly inhibitors | 270,000 compounds, 0.23% hits | AID 1768, 2009; active = well fitted inhibition curve with a large enough effect in the polarisation, with a control signal flat, not every such curve was filed as active; inconclusive = small, poorly fitted or top-dose-only effect, or effect the other way, or a change in a side signal; inactive = no such curve, though single readings can be large or run the other way; the % refers to the polarisation; also: potency is read from the fitted curve at half-maximal effect; % of control where 0% means no effect; many of its hits are not listed in these tables
RORg inh = qHTS for inhibitors of ROR gamma transcriptional activity. Potency, µM (top dose mostly 53.6 µM), for the others: at the highest dose activity change, negative = inhibition, usual class: inhibitors. Nuclear receptor ROR-gamma (Mus musculus), P51450. Drosophila S2 Gal4-RORgamma UAS-luciferase reporter, 20 h. 310,000 compounds, 5.4% hits. AID 2551, 2010; also: potency is read from the fitted curve at half-maximal effect; % is scaled to controls: 0 for no effect and ±100 for the full control effect; nearly all actives have a fitted effect of over 60% in size
Target sequence (P51450 whole entry, looked up, the tested form may be a part): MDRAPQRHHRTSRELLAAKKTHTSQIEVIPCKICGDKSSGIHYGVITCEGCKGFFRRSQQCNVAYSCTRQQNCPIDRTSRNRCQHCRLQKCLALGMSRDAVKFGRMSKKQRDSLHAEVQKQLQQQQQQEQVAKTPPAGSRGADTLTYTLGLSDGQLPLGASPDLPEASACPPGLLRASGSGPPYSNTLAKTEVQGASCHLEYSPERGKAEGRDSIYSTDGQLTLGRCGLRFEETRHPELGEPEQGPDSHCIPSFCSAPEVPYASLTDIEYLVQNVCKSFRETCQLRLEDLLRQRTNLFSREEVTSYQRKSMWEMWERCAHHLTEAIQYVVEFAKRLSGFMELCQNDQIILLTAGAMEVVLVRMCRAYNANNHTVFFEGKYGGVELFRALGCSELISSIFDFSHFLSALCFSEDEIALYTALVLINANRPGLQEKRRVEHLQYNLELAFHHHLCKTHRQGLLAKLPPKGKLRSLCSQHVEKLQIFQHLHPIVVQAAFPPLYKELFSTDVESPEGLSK
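Using a luciferase readout, inhibitors were identified by reduced reporter activity in Drosophila cells coexpressing a copper-inducible Gal4–ROR gamma fusion and UAS-driven Photinus luciferase, incubated 20 hr after 700 uM copper sulfate.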
FLuc modulator = qHTS profiling assay for firefly luciferase inhibitor/activator using purifed enzyme and Km concentrations of substrates (counterscreen for miR-21 project); Luciferin 4-monooxygenase (Photinus pyralis), P08659; purified FLuc, Km substrates, luminescence inhibition; Potency, µM (highest dose often 57.5 µM), inactives show top-dose activity change, negative = inhibition, actives largely listed as inhibitors; 360,000 compounds, 6.9% hits;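 also: potency is read from the fitted curve at half-maximal effect; plate controls were vehicle for no effect and reference inhibitor for full effect; nearly all actives have a fitted effect of over 55% in size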
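Purified P. pyralis luciferase, 10 nM final, with Km-level 10 uM D-luciferin and 10 uM ATP in 50 mM Tris acetate pH 7.5, 10 mM Mg acetate, 0.01% Tween-20, 0.05% BSA; 6-point qHTS titration about 60 µM downward; luminescence read.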
p53 reactivator = qHTS assay for re-activators of p53 using a Luc reporter. H1299 p53-A138V BP100-luciferase reporter, luminescence, 24 h. Potency, µM (titrated, usually from 92.2 µM), for the others: at the top dose activity change, positive = activation, most hits filed as activators. 320,000 compounds, 0.063% hits. AID 504706, 2011; also: potency is read from the fitted curve at half-maximal effect; % of control where 0% means no effect; nearly all actives have a fitted effect of over 45% in size
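p53-null H1299 cells stably carrying temperature-sensitive p53-A138V and a BP100-luciferase reporter were pinned with compounds (4-point, 1:5 series) and held 24 hrs at 37 deg C. Luminescence was read 10 min after detection reagent.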
Rab9 promoter act = qHTS Assay for Rab9 Promoter Activators | Huh7 Rab9 promoter-luciferase reporter, luminescence, 24 h | Potency, µM (doses to about 9.22 µM), inactives show at the highest dose activation, negative = inhibition, actives largely listed as activators | 320,000 compounds, 2.8% hits | AID 485297, 2010; also: potency is read from the fitted curve at half-maximal effect; % of control where 0% means no effect; nearly all actives have a fitted effect of over 60% in size
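Huh7 reporter line, Rab9 promoter upstream of luciferase. Compound exposure 24 h at 37 °C in reduced-serum medium with 10% FBS. Read-out: luminescence.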
* hit, by the source's call; ? = inconclusive; . = no result given; & = joins results of further samples; [ ] = dose if it differs, or a comment. Unless noted, calls follow the shape of the dose curve; as a rule, active = well fitted curve in the direction sought with a large enough effect; inconclusive = small, poorly fitted or top-dose-only effect, or another doubt; inactive = no such curve, though single readings can be large; an effect the other way counts as inactive or inconclusive. Some of the compounds tested (hit frequency here may not be typical).

Values run as follows: NPC1 promoter act, PKM2 activator, BRCA1 expr act, ELG1 genotox, Giardia kill, VP16 counter, Menin-MLL TR inh, RORg inh, FLuc modulator, p53 reactivator, Rab9 promoter act
COc1ccc(/C(O)=C2/C(=O)C(=O)N(CCCN(C)C)C2c2ccc(C)o2)cc1Cl (configuration not stated)
    4%, 8%, ., 1%, ., 5%, -5%, -22%, -3%, -5%, 4%
CC(CNC(=O)c1cc(COc2c(F)cccc2F)on1)c1ccccc1 (configuration not stated)
    3%, -4%, -14%, -5%, 10, -1%, ., 14%, 4%, 5%, -6%
CN1CC=C2C(C#N)=C(N)C(C#N)(C#N)[C@H](c3ccoc3)[C@H]2C1
    -5%, -2%, 0%, -3%, 2, -5%, -7%, -4%, 2%, 12%, -14%[1.84 µM]
CC(C)(C)c1cc(C(=O)NN)n(Cc2ccc(Cl)cc2Cl)n1
    -14%, 2%, -65%, -3%, -3, -2%, ., ?, 2%, -1%, -11%
Cc1ccc(-n2ncc3c(Nc4cccc(C(=O)O)c4)ncnc32)cc1
    0.79µM*, -10%, ?, ?, -15, -28%, ?, ?, 0.95µM*, ?, 0.35µM*
O=C(CN(c1ccc(F)cc1)S(=O)(=O)c1ccccc1)NC1CC2CCC1C2 (configuration not stated)
    0%, -5%, 0%, 2%, 21, -1%, ., 2%, 0%, 3%, 7%
O=P(Cc1cc[n+]([O-])cc1)(c1ccccc1)c1ccccc1
    -1%, 0%, 2%, -1%, 11, -2%, -4%, 10%, -2%, -2%, 0%
COC(=O)c1ccc(N2C(=O)CC(SCCN)C2=O)cc1 (configuration not stated)
    ?, 0%, ?, 12µM*, 0, 0%, 3%, -13%, ?, ?, ?
NC(=O)CC(NC(=O)Cc1ccc(Br)cc1)c1ccc(N2CCCCCCC2)c([N+](=O)[O-])c1 (configuration not stated)
    -3%, -1%, -16%, 4%, ?, -24%, ?, 36%, 2%, ., -7%
COCCCNS(=O)(=O)c1ccc(SC)cc1
    -3%, -1%, -11%, 2%, 3, -3%, -7%, -1%, 3%, -10%, -1%
COc1ccc(C)cc1N1CC(C(=O)OCc2nc(N)nc(Nc3ccccc3C)n2)CC1=O (configuration not stated)
    2%, ., -19%, 0%, 16, ., ., ., 6%, 1%, 0%
S=C(NCC1CCCO1)NC1CC1 (configuration not stated)
    5%, -1%, 2%, 3%, -4, -6%, -2%, -29%, 4%, 0%, -1%
COc1ccc(CC(=O)Nc2ccc(-c3cn4ccc(C)cc4n3)cc2)cc1
    ?, 0%, 55%, 21µM*, -1, ?, -24%, ?, ?, ?, ?
O=C(Nc1ccc2c(c1)OCCO2)C1CCCN1S(=O)(=O)c1cccc2cccnc12 (configuration not stated)
    0%, -3%, -1%, -1%, -27, -8%, -16%, -23%, 1%, -6%, -3%
Cc1ccc(CNCCC2=CCCCC2)cc1
    2%, -2%, -1%, -7%, -19, 17%, ., 0%, -2%, 3%, 2%
COC(=O)[C@@H]1C[C@@]2(O)[C@H](O)[C@H](O)[C@H](O)C[C@H]2N1Cc1ccc(C)s1
    -6%, 0%&-4%, 8%, 1%, 9, -2%&-15%, 7%, -15%&1%, -1%, 2%, -4%
O=C(O)c1c2c(nc3ccccc13)-c1ccccc1CC2
    -1%, 1%, 51%, 8%, 9, -14%, 5%, -25%, 11µM*, 3%, -2%
COc1ccc(N=C2SC(CC(=O)Nc3ccccc3)C(=O)N2Cc2ccco2)cc1 (configuration not stated)
    -1%, 9%, -67%, -6%, 30, 2%, 18%, ?, 2%, 8%, 3%
O=C(O)C1C2C=CC(C2)C1C(=O)Nc1ccccc1Br (configuration not stated)
    1%, 0%, -5%, -1%, 0, 0%, -17%, -34%, -1%, -2%, -1%
COc1ccc(Cl)cc1NS(=O)(=O)c1cn(C)nc1C
    -3%, -1%, 0%, 5%, 3, 4%, ., 20%, 6%, 7%, -2%
COC(=O)c1c(C)oc2ccc(OC(=O)c3cccs3)cc12
    0%, -8%, -4%, 1%, -8, -13%, -12%, -5%, -13%, -3%, 1%
COc1cccc(N(C(=O)c2csnn2)C(C(=O)NC2CCCC2)c2ccccc2)c1 (configuration not stated)
    1%, ., -13%, -20%, -7, 5%, ., 14%, 1%, 3%, 0%
Cc1ccc(-c2nnc(SCC(=O)Nc3ccc4c(c3)oc3ccccc34)n2C)c(Cl)c1
    8%, -1%, -10%, 0%, -14, 10%, -5%, -15%, 9.5µM*, 3%, 3%
Cc1cc(C(=O)N(C)CC2CCCN(CCc3ccc(F)cc3)C2)c(C)o1 (configuration not stated)
    2%, 3%, 1%, -1%, 13, 0%, -12%, ?, -3%, 20%, -2%
O=C(CCN1CCN(Cc2ccccc2)CC1)NNC(=O)Cc1ccc(Cl)c(Cl)c1
    -1%, 6%, -5%, 1%, 4, 12%, 3%, 0%, 0%, -6%, -7%
COc1ccc(OCCC(=O)Nc2cc3c(cc2C(=O)O)OCCCO3)cc1
    -2%, ., -7%, -1%, -14, ., ., ., 7%, -2%, -2%
COc1ccc(-c2cc3ncnc(Cl)c3s2)cc1
    3.5µM*, -22%, 56%, ?, -16, -12%, 5%, -28%, 3.4µM*, ?, ?
Cc1ccccc1NS(=O)(=O)c1ccc(C)c(C(=O)N2CCOCC2)c1
    0%, -3%, -5%, 0%, -2, 1%, -3%, 4%, 3%, -3%, -2%
CC(C)OCCCNC(=S)NNC(=O)c1ccc(Cl)c(Cl)c1
    19%, 4%, -1%, 1%, 6, ?, ?, 14µM*, ?, 6%, ?
OC(COCc1ccc(Cl)cc1)CN1CCN(CC(O)COCc2ccc(Cl)cc2)CC1 (configuration not stated)
    -14%, -14%, -55%, -1%, 8, -4%, 0%, -8%, -14%, -5%, -34%[inhibitor]
COc1cc(/C=C/C(=O)OCC(=O)c2c[nH]c3ccccc23)ccc1OC(F)F
    0%, 23%, -10%, -2%, -17, -1%, ?, ?, -2%, -2%, -2%
CC(=O)NC(CC(=O)O)c1ccc([N+](=O)[O-])cc1 (configuration not stated)
    0%, -1%, 0%, -3%, -21, 15%, ., -20%, 1%, 2%, -1%
CCC1CCCCN1CCCNC(=O)c1ccc2nc(N3CCC(C)CC3)sc2c1 (configuration not stated)
    -13%, ., 9%, 0.16µM*, 4, 18%, -16%, -34%, ?, ?, -38%[inhibitor]
C[C@@]12C(=O)Nc3cc(Cl)ccc3C(=O)N1[C@H]1c3cc(Br)ccc3OC[C@@H]1[C@@H]2c1ccccc1
    0%, ., -47%, 0%, -14, ., ., ., -1%, -1%, -4%
CC(=O)NC1(c2ccccc2)CCN(C(=O)N2CCOCC2)CC1
    -4%, 2%, -11%, 15%, -2, 3%, -1%, 2%, 8%, -1%, 2%
CCCCNC(=O)C1CCN(C(=O)Nc2ccc(C)cc2)CC1
    -1%, -2%, 3%, 2%, 1, -8%, 1%, -22%, 2%, -2%, -4%
CCc1ccccc1N(CC(=O)OC)S(C)(=O)=O
    -3%, 0%, -12%, -1%, -1, -1%, 9%, -17%, -1%, -8%, -5%
Cc1ccc(C(=O)Nc2nc(=O)n(C)s2)cc1
    3.2µM*, 5%, 40%, ?, ?, 11µM*, 16%, 8.9µM*, 2.1µM*, ?, 2.8µM*
O=C(COC(=O)COc1ccccc1)NCc1ccccc1
    -3%, 1%, 1%, 3%, 11, -6%, -2%, 5%, -14%, 2%, 2%
CCN1C(=S)SC(=O)C1=C1C=C(C)N(Cc2ccco2)C(C)=C1
    1.4µM*, -10%, ?, 2.6µM*, 17, ?, ?, 1%, 3.4µM*, ?, 0.63µM*
Cc1ccc(N(C)S(=O)(=O)c2cccc(C(=O)Nc3ccc(C)cn3)c2)cc1
    1%, ., -17%, -5%, -5, ., ., ., 5%, -3%, 0%

Screening data from PubChem.
